From PubChem BioAssay
Growth percent in the NCI-60 one-dose screen (48 h, 10 µM unless noted): 100 = growth as untreated, 0 = no growth, -100 = all killed.
MCF7: MCF7 breast cancer | 82,000 tested, 6.3% active | AID 1794796
HS 578T: HS 578T breast cancer; 78,000 tested, 4.1% active
LOX IMVI: LOX IMVI melanoma; 79,000 tested, 7.4% active
MALME-3M: MALME-3M melanoma. 78,000 tested, 5.8% active. AID 1794766
SK-MEL-2: SK-MEL-2 melanoma; AID 1794763; 77,000 tested, 4.7% active
BT-549: BT-549 breast cancer. 78,000 tested, 4.4% active. AID 1794793
MDA-MB-231: MDA-MB-231 breast cancer; 81,000 tested, 5% active
T-47D: T-47D breast cancer; 79,000 tested, 5% active
Numbers without * were called inactive; nt = not tested or not shown; & = joins results of further samples. How the source made its calls: active means growth percent below 10; inactive means the rest.

SMILES	MCF7	HS 578T	LOX IMVI	MALME-3M	SK-MEL-2	BT-549	MDA-MB-231	T-47D
COc1cc(-c2nc(SCc3ccc(C)cc3)[nH]c(=O)c2C#N)ccc1OCc1ccccc1	94	107	114	94	nt	156	104	109
CN1C(=S)N(C)C2C1NN=C1SC(c3ccccc3)=CC(=O)N12 (stereo unspecified)	96	107	92	98	95	98	83	70
CCN(N=O)c1ccc(/C=C2/C=Cc3ccccc32)cc1	51	97	97	131	115	103	91	66
Cc1ccc(C)c2c1sc1nc(Nc3ccc(Cl)cc3)c(C#N)c(=O)n12	85	98	87	140	120	97	80	65
CC(SC(C)C(=O)N/N=C/c1c[nH]c2ccccc12)C(=O)N/N=C\c1c[nH]c2ccccc12 (stereo unspecified)	97	107	111	117	95	100	93	95
O=C1C(Cl)=C(Nc2ccc(S(=O)(=O)N3CCOCC3)cc2)C(=O)c2ccccc21	59	79	35	72	108	46	31	70
O=C(CSc1nnc(-c2c[nH]c3ccccc23)n1-c1ccccc1)c1ccc(Cl)cc1	38	33	16	64	34	70	52	55
CCC1CCc2nc3sc(C(=O)Nc4cccc(F)c4)c(N)c3cc2C1 (stereo unspecified)	13	80	61	35	63	88	78	90
COc1ccc(C2=NN(c3ccc(S(N)(=O)=O)cc3)C(c3cn(-c4ccccc4)nc3-c3ccc(C)cc3)C2)cc1 (stereo unspecified)	76	117	94	nt	103	nt	103	79
Cc1ccc(Nc2cc(N)[nH]c(=O)n2)cc1C	93	117	92	122	97	nt	110	102
CC12CC3CC1C(C(=O)O2)C3C(=O)O (stereo unspecified)	108	108	100	94	95	122	109	108
O=C(CS(=O)(=O)c1oc(-c2ccc(Cl)cc2)nc1S(=O)(=O)c1ccccc1)N1CCCC1	-70*	60	-100*	-99*	83	-3.4*	-88*	-67*
CCNC(=O)c1[nH]cc(-c2ccccc2)c1-c1cc(OC)c(OC)c(OC)c1	98	99	96	94	104	100	108	nt
CCCNC(=O)Oc1ccc(/C(=C(/C)Cc2ccc(OC)cc2)c2ccc(OCCN3CCCCC3)cc2)cc1	32	72	85	112	99	93	80	45
Nc1nc(Nc2ccc(Cl)cc2)nn1S(=O)(=O)c1ccc(-c2ccc(F)cc2)cc1	58	80	84	113	107	108	88	69
NC1=NC(c2ccc(OCc3ccccc3)cc2)n2c(nc3ccccc32)N1 (stereo unspecified)	78	105	90	129	105	91	99	82
Cc1ccc(Sc2oc(-c3ccc(C)cc3)nc2P(=O)(O)O)cc1	101	90	nt	98	104	125	103	106
COc1cc(/C=N/Nc2ncnc3c2c(C)nn3-c2ccc(F)cc2)cc(OC)c1OC	98	86	91	87	102	101	84	83
CCCCCCCCCCCCCCCCCCCC/C=C/C1CC(=O)OC1=O (stereo unspecified)	89	95	101	120	105	122	116	100
O=C1Nc2nc3ccccn3c2C(=O)[C@H](CCCCNC(=O)OCc2ccccc2)N1	92	91	99	101	90	104	105	90

Exported with values under each structure: part of the list above
Results follow in this order: MCF7 | HS 578T | LOX IMVI | MALME-3M | SK-MEL-2 | BT-549 | MDA-MB-231 | T-47D
CC(SC(C)C(=O)N/N=C/c1c[nH]c2ccccc12)C(=O)N/N=C\c1c[nH]c2ccccc12 (stereo unspecified)
→ 97 | 107 | 111 | 117 | 95 | 100 | 93 | 95
COc1ccc(C2=NN(c3ccc(S(N)(=O)=O)cc3)C(c3cn(-c4ccccc4)nc3-c3ccc(C)cc3)C2)cc1 (stereo unspecified)
→ 76 | 117 | 94 | nt | 103 | nt | 103 | 79
O=C(CSc1nnc(-c2c[nH]c3ccccc23)n1-c1ccccc1)c1ccc(Cl)cc1
→ 38 | 33 | 16 | 64 | 34 | 70 | 52 | 55

(further entries)
SMILES	MCF7	HS 578T	LOX IMVI	MALME-3M	SK-MEL-2	BT-549	MDA-MB-231	T-47D
O=c1ccc(=O)n(-c2nc(O)c(N=Nc3ccccc3)s2)[nH]1	98	100	96	99	104	98	98	87
CCOC(=O)C1=C(C)NC(=O)NC1c1ccc(OCC(=O)N=Nc2c(O)[nH]c3ccc(C)cc23)cc1 (stereo unspecified)	75	88	101	94	98	92	89	76
Cn1ccc(=O)[nH]c1=O	106	113	104	105	106	110	105	112
O=C(NNC(=S)Nc1ccc(Cl)cc1)c1ccc(Nc2ncnc3c2cnn3-c2cccc(F)c2)cc1	73	88	86	89	98	100	84	56
O=C(/C=C1\C=CN(CCCCCO)c2ccccc21)n1ccc2ccccc21	86	107	102	97	114	75	87	92
CCN(C)N=Nc1ccc(C(N)=O)cc1	92	100	100	101	128	nt	105	102
O=C(/C(=C/c1ccccc1)CN1CCCCC1)c1ccccc1	-22*	47	-75*	nt	-67*	-57*	-25*	nt
Cc1nc(-c2ccccc2)cc2c(O)c(C(=O)N/N=C/c3ccc(N(C)C)cc3)[nH]c(=O)c12	64	73	76	98	100	103	72	76
COc1cc(-c2cc(-c3ccccc3)nc3nc(N)[nH]c(=O)c23)ccc1Oc1ccnc2cc(Cl)ccc12	80	116	94	80	90	103	111	82
CC(C)C(=O)OC/C=C/c1ccccc1	105	104	98	nt	110	106	106	100
COC(=O)C(C)(C)C1Oc2ccc(F)cc2C(=O)/C1=C\NS(=O)(=O)c1ccc(OC)cc1 (stereo unspecified)	99	109	92	113	94	102	113	88
COc1ccccc1C(C[N+](=O)[O-])c1c(-c2ccccc2)[nH]c2cc(C)ccc12 (stereo unspecified)	56	83	70	61	63	80	55	32
COc1ccc(C(=O)N/N=C2\c3ccccc3-c3cccc(C(=O)O)c32)cc1	95	83	99	96	103	102	87	85
COc1ccc2c(c1)c(-c1nn3cc(-c4cccnc4)nc3s1)cn2C	73	96	75	91	107	82	76	55
COc1ccc(-c2nc(SCC(C)C)nc(NNC(N)=S)c2C#N)cc1	82	85	79	105	108	95	74	44
OCc1ccccc1F	72	109	76	134	26	82	86	96
Cc1c(C(=O)/C=C/NCc2ccc(S(N)(=O)=O)cc2)sc2nc3ccccc3n12	90	96	99	109	106	94	88	88
N#Cc1c(-c2cccc(O)c2O)cc(-c2ccc3ccccc3c2)[nH]c1=O	60	nt	nt	59	99	53	nt	69
O=[N+]([O-])c1ccc(-c2ccc(Br)cc2)cc1	91	106	110	112	99	102	117	91
Cn1c2ccccc2c2c3c(c4c5ccccc5n(C)c4c21)C(=O)OC3	92	97	88	109	107	97	76	95
Cc1ccc(C2OCC3(C)C(CCC4(C)C5CC(C6=CCOC6=O)OC5(C)CCC34)O2)cc1 (stereo unspecified)	70	99	90	91	94	86	89	50
O=C1CCCc2cc(OCCCCN3CCCCC3)ccc2N1	94	110	98	97	120	117	105	108
COC(=O)[C@@H](Cc1c[nH]c2ccccc12)NC(=O)[C@H](Cc1ccccc1)NCc1cccc(O)c1	98	90	103	103	92	91	88	92
O=C(Nc1nccnc1OCc1ccc(Cl)cc1)Nc1cccc2ccccc12	78	120	101	104	117	98	100	nt
CC(C)(C)c1ccc(O)c(C(C)(C)C)c1	98	96	101	99	103	107	105	102
O=C(c1ccccc1)N1N=C(c2ccc(-n3ccc(C(F)(F)F)n3)c(F)c2)CC1c1ccc[nH]1 (stereo unspecified)	96	107	101	101	102	110	100	91
O=C(Nc1ccc2oc(=O)ccc2c1)Nc1c(Br)cc(F)cc1Br	92	117	115	107	nt	135	101	103
CC1CCN(CCCC(=O)c2ccc(F)cc2)CC1	99	98	99	110	127	137	91	107
CCOC(=O)n1cnc2ncnc(SC)c21	101	34	100	114	95	108	93	101
O=C(N/N=C/c1cc2ccccc2nc1Cl)c1cc(-c2nc3ccccc3[nH]2)nc2ccccc12	90	108	89	124	83	86	99	67
COc1ccc(Cn2c(SC)nc(=O)n(Cc3ccc(F)cc3)c2=O)cc1	92	95	91	114	121	98	96	91
CC(/C=C1\SC(=S)N(CCC(=O)NC(C(=O)O)C(C)C)C1=O)=C\c1ccccc1 (stereo unspecified)	95	104	97	106	110	113	109	104
CCOC(=O)CC(Cc1ccc2c(c1)OCO2)C(=O)OCC (stereo unspecified)	100	107	97	110	113	93	107	97
N#Cc1ccc(/C=N/NC(=O)c2[nH]c3ccc(Br)cc3c2-c2ccccc2)o1	7.9*	nt	nt	22	23	-7.1*	nt	24
CCN1C(=S)N(c2ccccc2)C2N=c3s/c(=C4\C(=O)N(C(C)C)c5ccccc54)c(=O)n3NC21 (stereo unspecified)	85	68	85	77	94	96	53	nt
CC1(C)CC[C@]2(C(=O)N3CCNCC3)CC[C@]3(C)C(=CC[C@@H]4[C@@]5(C)CC[C@H](OC(=O)c6cccnc6)C(C)(C)[C@@H]5CC[C@]43C)[C@@H]2C1	93	95	100	100	107	101	103	96
O=[N+]([O-])c1ccccc1N=Nc1c(O)[nH]c2ccc(F)cc12	41	91	95	114	96	80	64	91
O=C(N/N=C\c1cc(Br)ccc1O)c1ccncc1	2.4*	76	18	46	31	45	47	-3.7*
CC1CCN(C2=NC(=O)/C(=C\c3ccccc3OCc3ccc([N+](=O)[O-])cc3)S2)CC1	78	112	95	99	95	77	53	29
CS(=O)(=O)Nc1ccc(-c2nc(-c3cccc(O)c3)c(-c3ccnc(Br)c3)[nH]2)cc1	55	57	76	65	71	80	68	43
CCCCCC(=O)OCCCc1ccccc1	100	76	99	102	nt	nt	110	142
COC(=O)N1C2CCCCC2=NN(c2ccccc2)N1C(=O)OC (stereo unspecified)	99	117	98	107	116	100	97	103
CCOC(=O)CCN(c1c(Cl)ssc1=O)C(C)C	90	103	94	111	96	96	104	112
O=C1CSC(c2ccccc2Cl)N1c1nnc(Cn2ccnc2)o1 (stereo unspecified)	105	94	89	96	94	105	90	87
Cc1c[n+](=O)c2ccccc2n1[O-]	96&93	101&119	92&95	102&85	94&94	112&92	104&101	84&87
O=C(NCn1c(=O)[nH]c2ccccc2c1=O)OCc1ccccc1	98	101	96	95	92	101	92	93
COc1cc(OCc2cccc(-c3ccc(C(O)c4nccs4)cc3)c2C)cc(OC)c1CNCCNC(C)=O (stereo unspecified)	90	105	95	86	122	102	101	91
CCc1cccc2c3c(sc12)C(c1ccc(F)cc1)c1c(nc(CC(=O)Nc2ccccc2)[nH]c1=O)O3 (stereo unspecified)	81	91	89	106	98	nt	70	97
O=C(CCc1ccc(-c2ccc(F)cc2)o1)Nc1ncc(Cc2ccc(F)cc2)s1	91	89	90	99	103	96	96	91
C/C(=N\Nc1nnc(/C=C\c2ccco2)c(=O)[nH]1)C(=O)O	109	107	90	101	30	109	112	nt
COc1ccc(N=Nc2c(N)nn3c(-c4ccc5c(c4)C=S=C5)ccnc23)cc1	31	25	13	44	93	20	25	3.7*
N#C/C(=C\c1ccc(Cl)cc1)C(=O)c1ccccc1	103	94	100	110	104	107	97	98
CC(C)CC(CC(C)C)NCC(C)OC(=O)c1ccc(N)cc1 (stereo unspecified)	115	95	95	95	94	95	102	132
CSc1ncc(Br)c(Nc2ccc(Br)cc2)n1	88	88	89	117	96	103	85	71
Cc1ccc(S(=O)(=O)/N=c2/n(-c3ccccc3)nc3n2CCN3C2=NCCN2)cc1	94	99	105	111	107	104	106	115
O=C(CC(c1ccccc1)(c1ccccc1)c1ccccc1)c1ccccc1	86	90	61	121	70	81	81	54
CNS(=O)(=O)/N=C1\NC(=O)NC1=C(Cl)Cl	87	101	104	104	101	117	119	100
c1cc(N2CCOCC2)nc(NCCCNc2nc(N3CCOCC3)nc(N3CCOCC3)n2)n1	106	111	nt	90	nt	93	122	109
Cc1cc2ccccc2c(O)c1C#N	99	108	94	126	112	98	99	89
O=[N+]([O-])C1[C@H](c2c[nH]c3ccccc23)c2c([nH]c3ccccc23)[C@H]1c1c[nH]c2ccccc12 (stereo partly specified)	77	89	91	85	81	94	82	71

Arranged by SMILES length (falling): part of the list above.
SMILES	MCF7	HS 578T	LOX IMVI	MALME-3M	SK-MEL-2	BT-549	MDA-MB-231	T-47D
COc1cc(OCc2cccc(-c3ccc(C(O)c4nccs4)cc3)c2C)cc(OC)c1CNCCNC(C)=O (stereo unspecified)	90	105	95	86	122	102	101	91
COc1ccc(-c2nc(SCC(C)C)nc(NNC(N)=S)c2C#N)cc1	82	85	79	105	108	95	74	44
Cc1ccc(Nc2cc(N)[nH]c(=O)n2)cc1C	93	117	92	122	97	nt	110	102

Further records.
SMILES	MCF7	HS 578T	LOX IMVI	MALME-3M	SK-MEL-2	BT-549	MDA-MB-231	T-47D
O=C1CSC(=O)N1Cc1cc2ccccc2nc1Cl	92	97	97	94	95	96	103	92
Cc1ccc(S(=O)(=O)/C(=C\c2ccc(Cl)cc2)C(=O)c2ccc3ccccc3c2)cc1	95	98	113	82	nt	109	113	110
OC(c1ccccc1)C(O)(c1ccccc1)c1ccc(Cl)cc1 (stereo unspecified)	104	101	80	113	103	nt	91	102
C#CCSc1n[nH]c(=O)n1C1CCCCC1	97	118	nt	95	nt	110	117	98
COc1ccc(-c2csc(NC(=O)CSc3nc(-c4ccccc4)cc(=O)[nH]3)n2)cc1	51	85	66	60	60	8.9*	83	15
COC(=O)C1=CCCCC(O)=C1C(=O)OC	99	115	108	99	107	106	125	101
Cc1c(C(=O)N[C@@H](Cc2ccccc2)C(=O)C(=O)NCc2ccc(F)cc2)[nH]c2ccccc2c1=O	91	105	100	102	108	110	100	103
CN1C=C/C(=C/[N+](=O)[O-])N(C)C1=O	97	120	102	104	123	100	95	94
O=C1c2ccccc2C2N1CCCN2C(=O)c1sc2ccccc2c1Cl (stereo unspecified)	82	95	79	73	77	94	91	56
CCS(=O)(=O)Nc1ccc(C(=O)CC2(O)C(=O)Nc3ccc(F)cc32)cc1 (stereo unspecified)	92	99	102	97	118	nt	85	87
